Screens from PubChem.
IL1B secr inh: inhibitors of inflammasome signaling (IL-1 beta secretion) | THP-1 LPS/ATP IL-1B secretion, AlphaLISA, 16 h; active compounds read low | hit rate 4.7% among 360,000 | AID 743279 | activity change, % at 57.5 µM; in the data active = activity change below about -50%; inconclusive = mostly about -30% to -49%; note: % is set by controls: 0 for no effect and ±100 for the full control effect
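THP-1 cells pretreated 1 hr with compounds (up to 57.5 uM final), then stimulated with LPS (250 ng/mL final) plus ATP (1.25 mM final); secreted IL-1B measured by AlphaLISA after 16 hr, decreased signal indicating inhibition.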
Nrf2 ARE act: activates Nrf2 signaling; AREc32 ARE-luciferase reporter (MCF7-derived line), luminescence, 24 h; Potency, µM (doses to about 46.1 µM), inactives show top-dose activation, usual class: activators; hit rate 0.31% among 410,000; note: potency is the fitted concentration of half-maximal effect; % of control where 0% means no effect; nearly all actives have a fitted effect of over 65% in size
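ARE activation measured as luciferase luminescence (Steady-Glo, 30 min RT) in AREc32_Fluc cells after 24 hr compound exposure at 37 deg C, 5% CO2; cells seeded overnight at 1000/well in OPTI-MEM, 5% FBS.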
A549 tox: kills or reduces viability of A549 cells in Nrf2 counter-screen. hit rate 0.16% among 390,000. Potency, µM (highest dose often 46 µM), inactives show top-dose activity change, negative = cytotoxicity, actives largely listed as inhibitors. AID 504648. A549 ARE-Fluc cells, CellTiter-Fluor viability, 18-24 h; note: potency is the fitted concentration of half-maximal effect; % is set by controls: 0 for no effect and ±100 for the full control effect
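Cytotoxicity counterscreen: CellTiter-Fluor fluorescence was measured in A549 ARE_Fluc cells after 18-24 h of compound exposure in a concentration series. The subsequent BugLite luminescent read reports ARE-luciferase activity.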
TGFb SMAD3 inh: TGF-b pathway inhibition; AID 588855; HepG2 CAGA-GFP TGF-b/SMAD3 reporter, GFP fluorescence, 18 h; TGF-beta stimulated, 500 pg/mL final; hit rate 1.2% among 410,000; Potency, µM (doses to about 46.1 µM), for inactives: top-dose activity, negative = inhibition, actives largely listed as inhibitors; note: potency is the fitted concentration of half-maximal effect; % is set by controls: 0 for no effect and ±100 for the full control effect; nearly all actives have a fitted effect of over 65% in size
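HEPG2 CAGA-GFP, 1000 cells/well; 2 h settle, 37 C; cpd via pin tool; TGF-b 500 pg/mL final; 18 h, 37 C; GFP imaging ex488/em500-530; %Activity normalised to -TGF-b and +DMSO controls; CRC fit, curve class.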
ATXN viability: cell viability loss in ATXN counter-screen; S2 cells (HEK-293 line with an ATXN2-luciferase reporter) viability, CellTiter-Fluor protease fluorescence, 24 h; hit rate 0.49% among 400,000; AID 651635; Potency, µM (series often up to 56.7 µM), actives largely listed as cytotoxic; note: potency is the fitted concentration of half-maximal effect; nearly all actives have a fitted effect of over 40% in size
HepG2 tox: kills HepG2 cells in TGF-b inhibitor counter-screen; Potency, µM (series often up to 46.1 µM), without a hit: at the top dose activity change, negative = cytotoxicity, actives largely listed as cytotoxic; HepG2 CAGA-GFP viability, ATP luminescence, 18 h; hit rate 0.76% among 410,000; AID 588856; note: potency is the fitted concentration of half-maximal effect; some results filed as inactive show a strong effect at the top dose
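CellTiter-Glo luminescence gave cytotoxicity after 18 hours at 37 degrees C. The cells were HepG2 CAGA-GFP in 1% FBS DMEM, stimulated with 500 pg/mL TGF-beta after compound addition. %Activity was normalised to no-cell wells (complete cell-killing) and DMSO (no toxicity), and curves were fitted and classified.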
Nrf2 block: inhibitors of Nrf2 signaling; A549 ARE-Fluc reporter, luciferase luminescence, 18-24 h; Potency, µM (series often up to 46 µM), for the others: at the highest dose activity change, negative = inhibition, most hits filed as inhibitors; hit rate 2.1% among 360,000; note: potency is the fitted concentration of half-maximal effect; % is set by controls: 0 for no effect and ±100 for the full control effect; nearly all actives have a fitted effect of over 60% in size
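Cells were seeded and rested 2 h, then exposed to compounds for 18-24 h. CellTiter-Fluor was read first as a viability measure. BugLite was added 15 min before the final luminescent read of ARE-luciferase activity in A549 cells.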
ATXN2 expr inh: ATXN2 expression inhibition; AID 1745845; HEK-293 ATXN2-luciferase reporter, luminescence, 24 h; Potency, µM (titrated, usually from 57 µM), for inactives: at the highest dose activity change, negative = inhibition, most hits filed as inhibitors; hit rate 0.72% among 360,000; note: potency is the fitted concentration of half-maximal effect; % is set by controls: 0 for no effect and ±100 for the full control effect; nearly all actives have a fitted effect of over 55% in size
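qHTS (up to 57 uM final) was run with 24 h compound exposure of reporter cells at 37 °C. Each well was multiplexed: SteadyGlo luminescence measured ATXN2-luciferase expression after a fluorogenic Gly-Phe-AFC viability readout (25 uM final).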
MCF10A rerep: inducers of DNA re-replication in MCF 10A breast cells; MCF 10A DNA re-replication, Hoechst nuclear intensity, 48 h; Potency, µM (highest dose often 46.1 µM), without a hit: top-dose activity, positive = re-replication, hits mostly activators; hit rate 2.9% among 350,000; AID 624296; note: potency is the fitted concentration of half-maximal effect; % of control where 0% means no effect; nearly all actives have a fitted effect of over 50% in size
The depositor's hits bear a star; i = inactive; ? = inconclusive; . = not tested or not shown; & = joins results of further samples; [ ] = another dose, or the depositor's remark. Unless noted, calls come from the whole dose curve; as a rule, active = well fitted curve in the direction sought with a large enough effect; inconclusive = small, poorly fitted or top-dose-only effect, or another doubt; inactive = no such curve, though single readings can be large; an effect the other way counts as inactive or inconclusive.

1: CCn1c(CCC(=O)O)nc2cc(S(=O)(=O)N(C)C)ccc21
2: Fc1ccc(C(NCCc2ccc(Cl)cc2)c2nnc(-c3ccccc3)o2)c(Cl)c1 (stereo unspecified)
3: CCOC(=O)c1c(-c2ccc(C)cc2)csc1NC(=O)C1CCCO1 (stereo unspecified)
4: O=[N+]([O-])c1ccc(/C=N/N2CCCCC2)cc1
5: Cc1cccc(C)c1NC(=O)CN1CCC(Cc2ccccc2)CC1
6: Cc1ccc(OCC(=O)NNC(=O)C2CCN(c3ncnc4sc(C)c(C)c34)CC2)cc1
7: COCCN(C(=O)COC(=O)c1ccc(C)o1)c1c(N)n(Cc2ccccc2)c(=O)[nH]c1=O
8: COc1cc(/C=N/Nc2ccccn2)ccc1O
9: Cc1cc(C)c(NC(=O)CCCC(=O)O)c(Cl)c1
10: CCN(CC)c1ccc(NC(=O)CN2CCN(S(=O)(=O)c3ccc(C(C)C)cc3)CC2)cc1

compound no. | 1 | 2 | 3 | 4 | 5 | 6 | 7 | 8 | 9 | 10
IL1B secr inh | 26 | . | 7 | -19 | 18 | -17 | 0 | 0 | -15 | .
Nrf2 ARE act | 3.0% | 7.3% | -0.3% | 8.4% | -1.1% | 0.3% | -0.3% | 8.9µM* | -0.2% | -0.3%
A549 tox | -18% | 5% | 1% | -8% | . | -1% | -4% | -4% | -14% | -2%
TGFb SMAD3 inh | 14% | ? | -1% | 3% | -5% | -11% | -4% | -3% | -2% | ?
ATXN viability | i | i | i | i | i | i | i | i | i | ?
HepG2 tox | 6% | -7% | -31% | -10% | -17% | -22% | -6% | -8% | -1% | -15%
Nrf2 block | -14% | ? | ? | ? | . | -12% | 5% | ? | -19% | .
ATXN2 expr inh | 3% | -8% | -5% | . | -15% | -34% | -7% | 27% | 1% | -7%
MCF10A rerep | -4% | . | 13µM* | -3% | . | -9% | 1% | 0% | 2% | .

11: CCC(C)n1c(S(=O)(=O)O)nc2ccccc21 (stereo unspecified)
12: c1ccc(Cn2c(-c3ccco3)nc3nc4ccccc4nc32)cc1
13: COc1ncnc(OC)c1S(=O)(=O)Nc1ccc(C(F)(F)F)cc1
14: COc1ccc(CNC(=O)C2(CC3CC(c4ccccc4)=NO3)CCN(C(=O)c3cccc(O)c3)CC2)cc1 (stereo unspecified)
15: COc1cccc(CN(C)C(=O)C23CC4CC(CC(NC(C)=O)(C4)C2)C3)c1OC
16: Nc1nc(N)nc(-c2ccc([N+](=O)[O-])o2)n1
17: CC(C)Oc1ccc(C(=O)/C(=C\c2cccs2)c2nc3ccccc3o2)cc1
18: Cn1nc(-c2ccccc2)cc1NS(=O)(=O)c1ccc(C#N)cc1
19: CCOC(=O)c1ccc(N(CC(=O)NC2CCCCC2)C(=O)CNC(=O)c2ccco2)cc1
20: CCc1c(C)sc2c1CCN(Cc1ccc(C#N)cc1)C2c1ccccc1 (stereo unspecified)

compound no. | 11 | 12 | 13 | 14 | 15 | 16 | 17 | 18 | 19 | 20
IL1B secr inh | 14 | -9 | 19 | -61* | 11 | -12 | -67* | 26 | -5 | .
Nrf2 ARE act | 0.3% | 4.5% | -0.4% | 0.4% | -0.9% | 5.6% | -0.4% | 0.1% | 2.3% | 4.2%
A549 tox | -2% | 3% | -5% | 0% | -1% | -6% | -6% | 2% | -6% | 1%
TGFb SMAD3 inh | 0% | -5% | -2% | -27% | 2% | 0% | -6% | 37%[activator] | 8% | 4%
ATXN viability | i | i | i | i | i | ? | i | i | i | ?
HepG2 tox | -7% | -33% | 3% | -20% | 9% | -19% | 4% | 4% | 7% | -7%
Nrf2 block | -10% | ? | -20% | -1% | 9% | -14% | 16% | -18% | ? | .
ATXN2 expr inh | -2% | 60%[activator] | . | -9% | -2% | -31% | -10%[11.3 µM] | -5% | 0% | 8%
MCF10A rerep | -4% | 1% | 1% | -6% | 3% | ? | 22% | ? | 3% | .

21: CCC(Oc1ccccc1)C(=O)Nc1ccc(OCc2cc(=O)n3ccc(C)cc3n2)cc1 (stereo unspecified)
22: CCOc1ccc(Nc2nc(N)c([N+](=O)[O-])c(NCc3ccccc3)n2)cc1
23: Cc1[nH]c2ccccc2c1SCC(=O)Nc1nccs1
24: CC(C)Cn1c(=O)c2ccccc2n2c(CCC(=O)NCc3ccc(Cl)cc3)nnc12
25: CN(C)CCNC(=O)c1nn(C)c2c1CCc1ccccc1-2
26: COc1ccc(N(CC2CO2)S(=O)(=O)c2ccccc2)cc1 (stereo unspecified)
27: O=C(Nc1ncccc1O)c1ccc2ccccc2c1
28: CCc1ccc(-n2c(=O)c3c(C)c(C(=O)N(C)C)sc3n(Cc3cccc(C)c3)c2=O)cc1
29: Nc1ncnc2c1ncn2[C@@H]1O[C@H](C(=O)Nc2cc(C(F)(F)F)cc(C(F)(F)F)c2)[C@@H](O)[C@H]1O
30: CC(=O)Nc1ccc(N/C(C)=C/C(=O)c2cccnc2)cc1

compound no. | 21 | 22 | 23 | 24 | 25 | 26 | 27 | 28 | 29 | 30
IL1B secr inh | . | 27 | -17 | . | -15 | -69* | 47 | . | ? | i
Nrf2 ARE act | -0.3% | 1.5% | 0.3% | 3.0% | 0.3% | 17% | 2.8% | -0.1% | 0.8% | 1.4%
A549 tox | 7% | -12% | 6% | 5% | -3% | 1% | -1% | 6% | . | 2%
TGFb SMAD3 inh | ? | 19% | -13% | 1% | 1% | 3% | 9% | -13% | ? | 14%
ATXN viability | . | i | i | . | i | i | i | . | ? | i
HepG2 tox | 2% | 7% | -6% | -5% | -7% | -23% | -11% | -5% | 0% | 18%
Nrf2 block | . | 0% | ? | 6% | 11% | 24% | ? | . | . | 23%
ATXN2 expr inh | . | 8% | 68%[activator] | . | -2% | 5% | -35% | . | -6% | 7%
MCF10A rerep | . | -5% | 0.65µM* | . | 7% | ? | -4% | . | . | ?

The listing continues.
nr	Structure	IL1B secr inh	Nrf2 ARE act	A549 tox	TGFb SMAD3 inh	ATXN viability	HepG2 tox	Nrf2 block	ATXN2 expr inh	MCF10A rerep
31	CC(=O)NCCCc1ccc(C(=O)COC(=O)CNC(=O)c2ccc3ccccc3c2)cc1	.	.	0%	0%	.	4%	11%	.	.
32	COc1ccc(C(=O)N/C(=C\c2cn(S(=O)(=O)N(C)C)c3ccccc23)C(=O)NCCCn2ccnc2)cc1	-16	-0.7%&-0.4%	7%&0%	6%&1%	?	4%&4%	2%&17%	-3%&-6%	13%
33	Cc1ccc(-n2nc3c(N4CCC(C(=O)N5CCCCC5)CC4)nnc(C)c3c2C)cc1	.	5.9%	-19%	?	i	-19%	-24%	-19%	.
34	Cc1ccc(S(=O)(=O)N2CCN(c3nc(C(C)C)c4c(c3C#N)CC(C)(C)OC4)CC2)cc1	7	-0.4%	18%	3%	i	-8%	.	-10%	-2%
35	O=C(NCc1ccc(F)cc1)c1c2c(nc3ccccc13)CCC2	12	2.5%	-1%	0%	i	1%	?	35%	-3%
36	CCOC(=O)c1c(NC(=O)COC(=O)c2ccccn2)sc(C)c1C	7	-0.9%	2%	25%	i	4%	0%	3%	0%
37	CSCC[C@H](NC(=O)NCc1ccc(F)cc1)C(=O)O	9	0.7%	9%	-25%	i	-7%	2%	-3%	-9%
38	NC1=NC(=O)C(Cc2cccc(Cl)c2)S1 (stereo unspecified)	10	3.0%	-5%	-1%	i	4%	-3%	10%	-6%
39	CC(=O)Nc1ccn(C2OC(C(COC(C)=O)NC(=O)C(Cc3ccccc3)NC(=O)OC(C)(C)C)C(OC(C)=O)C2OC(C)=O)c(=O)n1 (stereo unspecified)	.	.	2%	6%	.	13%	18%	.	.
40	CC(C)(C)c1ccc(C(=O)NCCC(=O)NCc2ccco2)cc1	0	12%	0%	-10%	?	-11%	2%	-3%	23%
41	Cc1cccc(-[n+]2c(-c3cccc(Br)c3)[nH]c3nc4ccccc4nc32)c1	.	0.0%	0%	0%	i	-10%	?	-31%	-12%
42	Cc1ccc(C(=O)OCC(=O)NCCC2=CCCCC2)s1	0	1.8%	3%	-7%	i	0%	2%	3%	-9%
43	CCCCC(=O)NCc1ccccc1Cl	-6	0.4%	0%	3%	i	1%	17%	8%	6%
44	Cc1nc2ccc(NS(=O)(=O)c3ccc(F)cc3F)cc2s1	27	0.0%	0%	?	i	-3%	13µM*	4%	4%
45	CS(=O)(=O)N(CC(=O)N1CCCCC1)c1ccc2c(c1)OCO2	-16	-0.2%	7%[1.84 µM]	0%	i	-4%	-8%	-6%	9%
46	CC(=O)c1cccc(NC(=O)C(C)OC(=O)c2ccc(-n3cnnn3)cc2)c1 (stereo unspecified)	-5	0.5%	1%	-2%	i	-3%	-7%	-1%	0%
47	O=C(CSc1ccc(-c2ccccn2)nn1)N1CCCC1	2	6.3%	5%	24%	i	3%	?	30%	3%
